Screening results as filed in PubChem.
GC-A act: GC-A stimulated cGMP production enhancers – HEK293 GC-A cells, cGMP TR-FRET, EC30 ANP, primary screen | Atrial natriuretic peptide receptor 1 (Homo sapiens), P16066 | 0% at EC30 ANP, 100% saturating ANP | activation, % at 10 µM | 370,000 compounds, 0.14% hits; in the data active means activation above about 40%
proKLK7 act: proKLK7 zymogen activators, primary screen, biochemical, fluorescence intensity | purified proKLK7, EDANS-DABCYL substrate fluorescence; 100% is mature enzyme control, 0% vehicle | activation, % at 7 µM | 370,000 compounds, 0.9% hits;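 active means activation above the mean of all tested compounds plus 3 SD, computed per campaign excluding outliers beyond control limits, cut at about 13% in these data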
Target sequence (P49862 whole entry, looked up): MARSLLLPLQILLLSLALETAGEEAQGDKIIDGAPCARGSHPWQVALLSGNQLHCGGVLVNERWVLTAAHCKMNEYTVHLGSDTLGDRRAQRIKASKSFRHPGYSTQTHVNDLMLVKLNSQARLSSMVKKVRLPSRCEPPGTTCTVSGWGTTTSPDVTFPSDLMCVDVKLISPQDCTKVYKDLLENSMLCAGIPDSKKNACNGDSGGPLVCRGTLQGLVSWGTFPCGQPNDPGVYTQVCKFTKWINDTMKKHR
ASAP1 GAP inh: inhibitors of human ASAP1 ArfGAP activity, primary screen, biochemical, fluorescence polarization | Arf-GAP with SH3 domain, ANK repeat and PH domain-containing protein 1 (Homo sapiens), … | 360,000 compounds, 0.19% hits | inhibition, % at 16.5 µM | ASAP1-stimulated ARF1 GTP hydrolysis, GDP FP detection; in the data active means inhibition above about 25%;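 further: 0% = vehicle with enzyme and substrate and 100% = no enzyme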
ARFGAP1 inhibitor: inhibitors of rat ARFGAP1 GAP activity, primary screen, biochemical, fluorescence polarization, GDP tracer | ADP-ribosylation factor GTPase-activating protein 1 (Rattus norvegicus), Q62848 | Arfgap1-stimulated ARF1 GTP hydrolysis, GDP FP detection | inhibition, % at 16.5 µM | 360,000 compounds, 0.26% hits | AID 651572, 2012;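 active means inhibition above a per-plate limit, mean inhibition of low control wells plus 3 SD, cut at about 25% in these data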;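 further: 0% = DMSO wells with enzyme and 100% = wells lacking Arfgap1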
Target sequence (Q62848 1-136 limits assumed): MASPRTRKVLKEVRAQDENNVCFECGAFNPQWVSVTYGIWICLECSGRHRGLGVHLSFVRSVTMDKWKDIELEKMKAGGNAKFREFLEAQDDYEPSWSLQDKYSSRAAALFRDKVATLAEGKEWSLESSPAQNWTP
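Material – truncated rat Arfgap1 GAP domain · Buffer or medium – HEPES-based buffer, pH 7.5 · Reagent – human ARF1(Δ1-17)-GTP substrate · Dosing – 16.5 µM single point, 1.26% DMSO · Schedule – GTP hydrolysis reaction 2 h at 25 °C · Technique – GDP detection by fluorescence polarization · Benchmarks – No-Arfgap1 wells (100%) versus DMSO full-reaction wells (0%) · Repeats – single replicate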
DDE Tn6 FP inh: inhibitors of Tn6 peptide binding to fibrin DD(E), primary screen, biochemical, fluorescence polarization, human fibrin, Tn6 probe | Fibrin DD(E) TRITC-Tn6 fluorescence polarization displacement | Fibrinogen beta chain (Homo sapiens), P02675 | 370,000 compounds, 0.21% hits | inhibition, % at 8.3 µM;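 active means inhibition above a per-campaign cutoff: mean of compounds within control limits plus 3 SD, cut at about 15% in these data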;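 further: 0% = median of all compound wells on the plate and 100% = blocking peptide control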
HGIII-sPLA2 inh: human group III sPLA2 inhibitors, primary screen, biochemical, QFRET, BODIPY PC-A2 liposome substrate. AID 743126, 2013. Group 3 secretory phospholipase A2 (Homo sapiens), Q9NZ20. QFRET BODIPY PC-A2 liposome hydrolysis, fluorescence. 370,000 compounds, 0.56% hits. inhibition, % at 12.2 µM;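 active means inhibition above mean plus 3 SD of compounds lying within the high and low control bounds, cut at about 19% in these data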;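 further: 0% = median of test compound wells and 100% = no enzyme DMSO wells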
Target sequence (Q9NZ20 whole entry, looked up): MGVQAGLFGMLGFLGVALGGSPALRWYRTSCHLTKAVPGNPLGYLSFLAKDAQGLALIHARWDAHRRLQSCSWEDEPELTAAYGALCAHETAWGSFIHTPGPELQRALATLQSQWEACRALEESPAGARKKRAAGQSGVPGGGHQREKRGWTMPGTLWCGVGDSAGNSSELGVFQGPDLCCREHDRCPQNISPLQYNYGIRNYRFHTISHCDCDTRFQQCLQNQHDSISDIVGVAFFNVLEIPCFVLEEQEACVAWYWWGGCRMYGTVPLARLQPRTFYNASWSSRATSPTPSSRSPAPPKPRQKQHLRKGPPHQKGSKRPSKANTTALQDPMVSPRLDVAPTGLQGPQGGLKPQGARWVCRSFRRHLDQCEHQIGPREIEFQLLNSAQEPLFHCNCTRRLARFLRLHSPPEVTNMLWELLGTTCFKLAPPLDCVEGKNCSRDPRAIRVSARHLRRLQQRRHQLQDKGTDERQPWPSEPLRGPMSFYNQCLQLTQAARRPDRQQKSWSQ
ADAM10 inh: human ADAM10 inhibitors, primary screen, biochemical, QFRET, HTS; Disintegrin and metalloproteinase domain-containing protein 10 (Homo sapiens), O14672; recombinant ADAM10, EDANS/DABCYL FRET peptide cleavage, 3 h; inhibition, % at 7 µM; 370,000 compounds, 0.62% hits; AID 720582, 2013;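 active means inhibition above a per-campaign cutoff equal to the mean of compounds falling between control-based bounds plus 3 SD, cut at about 20% in these data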;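 further: 0% = DMSO wells while the 100% control is not disclosed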
GAA850 FXN act: FXN promoter activators, primary screen, cell-based, luciferase luminescence, HEK293 lucGAA850 | HEK293 lucGAA850 FXN promoter luciferase reporter, 24 h; percent of 10 µM SAHA response | activation, % at 6 µM | 360,000 compounds, 0.56% hits;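 active means activation above the average of all compounds screened plus 3 SD, cutoff fixed separately per campaign, cut at about 7.5% in these data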;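 further: 0% = DMSO wells and 100% = 10 µM SAHA wells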
NPR2 activator: human GC-B receptor activators, primary screen, HEK293 GC-B cells, cGMP TR-FRET, EC30 CNP; 370,000 compounds, 0.11% hits; activation, % at 10 µM; 0% at EC30 CNP, 100% saturating CNP; Atrial natriuretic peptide receptor 2 (Homo sapiens), P20594;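 active means activation at 10 µM reaching about 35% in either raw or pattern-adjusted values, limit read from the data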
rCAG RNA binder: binders of r(CAG) RNA repeats, primary screen, biochemical, fluorescence. r(CAG) RNA repeat, TO-PRO-1 dye displacement fluorescence. inhibition, % at 3 µM. 370,000 compounds, 1.3% hits. AID 651821, 2012;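 active means inhibition above the plate cutoff, the mean of all test compounds on that plate plus 3 SD, cut at about 35% in these data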;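 further: 0% = DMSO alone and 100% = 100 µM mitoxantrone as full dye displacement; higher means more dye released from RNA so lower well fluorescence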
* hit, by the source's call; · = no result given.

SMILES	GC-A act	proKLK7 act	ASAP1 GAP inh	ARFGAP1 inhibitor	DDE Tn6 FP inh	HGIII-sPLA2 inh	ADAM10 inh	GAA850 FXN act	NPR2 activator	rCAG RNA binder
Cc1ccc(NC(=O)CN2CCOCC2)cc1S(=O)(=O)N1CCCCC1	-1	-0.5	-1	3	-3	6	-9	1.7	-1	0
Cc1cc(C)nc(SC2c3cccc4cccc(c34)C2NS(=O)(=O)c2ccccc2)n1 (stereo not given)	-9	0.2	8	-11	-10	-16	18	8.6*	-8	1
O=C(Nc1nccs1)c1ccc(COc2c(F)c(F)cc(F)c2F)o1	0	0.4	9	5	-3	14	-22	2.7	-2	5
O=C(Nc1cccc(C(F)(F)F)c1)c1csc([C@@H]2O[C@H](CO)[C@@H](O)[C@H]2O)n1	2	0.7	-1	-2	-6	0	-4	-0.2	2	2
NC(Cc1ccc(C(F)(F)F)cc1)c1csc(Nc2cnccn2)n1 (stereo not given)	-28	-0.2	8	-14	2	13	-14	3.6	-14	9
COc1ccccc1NC(=O)Nc1nc(CC(=O)NCc2ccc(F)cc2)cs1	-6	0.0	-2	-5	-6	-32	17	-2.4	-2	7
COCC(C)n1c(SCc2ccc(C(=O)OC)o2)nc2ccccc2c1=O (stereo not given)	10	-0.9	-5	3	-4	0	7	2.6	3	-4
CC1=Nc2ccccc2/C1=C\c1nc(-c2ccc(F)cc2)oc1O	9	0.0	20	-2	-10	0	-29	2.0	-7	27
O=C(CN1CCCC1)N1c2ccccc2Sc2ccc(C(F)(F)F)cc21	-19	0.6	-4	3	0	-6	7	2.7	-20	-7
COc1ccc(C(=O)NC(C)c2csc(C)n2)cc1OC1CCN(C(C)=O)CC1 (stereo not given)	2	0.6	9	-14	2	3	5	-0.8	1	-3
Cc1ccc(CN2C(=O)CCC2C(=O)NCc2ccccc2Cl)cc1 (stereo not given)	-2	-0.3	-4	0	3	5	-3	-0.4	5	-6
CC(C)n1nc(C(=O)Oc2cccc(Cl)c2Cl)c2ccccc2c1=O	-1	-0.7	-10	-6	0	11	5	1.9	0	0
Cc1cccc(C(=O)NN/C=C/C(=O)c2ccccc2)c1	-3	-0.1	6	-12	-5	-19	2	-1.6	-1	3
Cc1cccc(CC(=O)Nc2c3c(nn2-c2cccc(Cl)c2)CS(=O)C3)c1 (stereo not given)	1	0.8	-8	4	2	3	7	-4.2	0	3
O=C(CCNC(=O)c1ccco1)NCc1ccc(F)cc1	-1	-0.9	-10	-1	-3	9	-10	2.7	4	-1
COc1ccc(CNC(=O)CCc2ccc(S(=O)(=O)N3CCCCCC3)cc2)cc1OC	4	-0.2	-5	16	-9	11	-4	0.7	0	-6
CC(=O)C[C@@H](O)CC(=O)[C@H]1OC(=O)CCCCCCc2ccccc21	1	-0.2	5	-12	0	1	0	1.1	-3	-6
CCOC(=O)C1(Cc2cccc(Cl)c2)CCCN(C(=O)c2cc(CC)on2)C1 (stereo not given)	-2	0.9	-13	-14	-1	1	0	1.9	3	-10
COc1ccc(C(=O)N2CCCc3ccccc32)cc1OC	-3	0.2	-4	1	-8	4	4	1.3	-4	-9
CC1(C)Cc2c(sc3ncnc(NNC(=S)NCc4ccccc4)c23)CO1	4	0.1	8	7	0	6	3	-2.0	6	10
O=C(C1CCN(S(=O)(=O)c2cccc3nsnc23)CC1)N1CCCc2ccccc21	-6	-0.1	2	9	3	7	12	0.4	-2	7
O=C(Nc1ccncc1)Nc1ccc(Cl)cc1	-20	-0.2	9	-2	2	-14	-3	1.4	-14	4
O=C(Cc1ccccc1)Nc1ccnn1C1CCN(Cc2ccc(CO)o2)CC1	2	-0.5	-1	4	-10	7	-9	-0.6	-2	0
Cc1nnc(CN(C)C(=O)c2cc(COc3ccc(C)c(C)c3)on2)o1	5	0.0	-6	-8	3	5	-1	0.9	4	-2
O=C(COc1ccc2ccccc2c1)NC1=NCCS1	2	-0.1	-3	6	6	-1	-1	2.4	7	1

Four entries drawn at random from the list so far, as already listed:
SMILES	GC-A act	proKLK7 act	ASAP1 GAP inh	ARFGAP1 inhibitor	DDE Tn6 FP inh	HGIII-sPLA2 inh	ADAM10 inh	GAA850 FXN act	NPR2 activator	rCAG RNA binder
O=C(Cc1ccccc1)Nc1ccnn1C1CCN(Cc2ccc(CO)o2)CC1	2	-0.5	-1	4	-10	7	-9	-0.6	-2	0
CC(C)n1nc(C(=O)Oc2cccc(Cl)c2Cl)c2ccccc2c1=O	-1	-0.7	-10	-6	0	11	5	1.9	0	0
COCC(C)n1c(SCc2ccc(C(=O)OC)o2)nc2ccccc2c1=O (stereo not given)	10	-0.9	-5	3	-4	0	7	2.6	3	-4
Cc1ccc(NC(=O)CN2CCOCC2)cc1S(=O)(=O)N1CCCCC1	-1	-0.5	-1	3	-3	6	-9	1.7	-1	0

Other entries follow.
SMILES	GC-A act	proKLK7 act	ASAP1 GAP inh	ARFGAP1 inhibitor	DDE Tn6 FP inh	HGIII-sPLA2 inh	ADAM10 inh	GAA850 FXN act	NPR2 activator	rCAG RNA binder
CC(C)(C)c1ccc(OCc2nc(-c3ccccn3)no2)c(Br)c1	-1	0.0	10	-3	-2	-10	16	3.8	11	-1
COc1cc(C(=O)NNC(=O)c2ccc(F)cc2)ccc1OCC(=O)N1CCOCC1	0	-0.2	-7	3	4	5	-2	1.1	2	3
Cn1cccc1/C=N/NC(=O)c1sc2cc(Cl)ccc2c1Cl	-1	-0.9	7	-4	3	5	2	·	-7	5
COc1ccc(CNC(=O)N2[C@H]3CC[C@@H]2C=C(c2ccc(F)cc2OCc2ccccc2)C3)cc1OC	-8	-0.5	-6	4	0	11	-13	0.7	-6	2
O=S(=O)(N[C@H]1C[C@@H](NS(=O)(=O)OCC(Cl)(Cl)Cl)C2CCCCC21)OCC(Cl)(Cl)Cl (stereo not given in full)	-11	0.1	6	-11	6	3	13	2.5	0	12
COc1ccccc1Nc1nc(-c2cccs2)cs1	0	-0.2	2	10	-1	2	2	10*	-1	35*
O=C(Cn1ncc2c(=O)oc3ccccc3c21)N1CCCN(Cc2ccccc2F)C1	0	-0.6	-8	-1	2	0	-11	1.5	-4	0
Cc1ncc([N+](=O)[O-])n1CCOC(=O)NC(NCc1ccccc1Cl)C(Cl)(Cl)Cl (stereo not given)	-9	-0.7	1	3	-2	5	-1	1.5	-11	0
C/C(=N\NC(=O)CCC(=O)NCc1ccccc1)c1ccco1	4	0.0	-8	-2	0	-1	-11	-1.0	7	-6
Cc1cc(C)c(C#N)c(Nc2ccc3c(c2)OCCO3)n1	-1	0.8	-3	2	-1	-8	-7	2.3	3	0
O=C1CC[C@@H](C(=O)N2CSC[C@@H]2C(=O)Nc2ccc(C(F)(F)F)cc2)N1	1	-12	5	9	-6	4	-3	0.5	-9	2
CC1(C)CC(=O)C(C=NCCN2CCN(C(=S)NC3CCCCC3)CC2)=C(O)C1	-1	-0.4	-7	-2	2	8	-7	-1.3	-2	-9
CC(C)N1CCOC1c1ccccc1 (stereo not given)	3	0.6	-4	2	0	12	-15	3.1	2	0
O=C(Nc1cc(=O)[nH]c(=O)[nH]1)c1cc(Cl)ccc1Cl	-1	-0.1	1	0	-5	3	-2	-2.9	4	1
COc1ccc(C2CC(c3ccccc3)Nc3nc(N)nn32)cc1 (stereo not given)	4	-0.2	-15	-1	-3	6	-8	1.8	6	-4
Cc1ccc2c(c1)N(Cc1ccc3c(c1)OCO3)C(=O)C(C)O2 (stereo not given)	-15	-1.1	-2	-5	5	1	-2	1.6	-13	-5
O=C(Nc1ccc(Cl)c(Cl)c1)c1ccc(Cn2cc(Cl)cn2)cc1	3	-0.5	19	18	-10	-3	29*	6.1	0	12
CC1(c2ccc3ccccc3c2)NC(=O)NC1=O (stereo not given)	-3	0.1	-5	6	-1	1	-2	1.7	1	0
O=C(NCc1cccnc1)C1CCCN(S(=O)(=O)c2ccc(Cl)cc2)C1 (stereo not given)	2	0.9	7	-13	5	9	14	-2.6	-1	-1
COc1ccc(NC(=O)C23CCC(C)(C(=O)C2)C3(C)C)cc1 (stereo not given)	-5	-0.6	6	-9	-2	9	5	-1.8	3	2
COc1ccc([C@@H]2[C@@H]3C(=O)N(C(C)(C)C)C(=O)[C@@H]3[C@]3(Cc4ccc(Cl)cc4)C(=O)N(c4cccc(C)c4)C(=O)N23)cc1	-11	0.7	5	5	3	0	-3	6.7	-12	12
CC(OC(=O)c1cccc(S(=O)(=O)N2CCCCC2)c1)C(=O)NCC1CCCCC1 (stereo not given)	2	-0.3	-4	20	-3	6	-11	1.7	4	0
COCCCNC(=O)NC(=O)c1ccccc1	2	0.2	0	2	-4	-8	-3	0.9	-1	2
Nn1c(SCc2ccccc2)nc2c(cnn2-c2ccccc2)c1=O	-2	-0.4	2	0	4	5	-5	4.9	3	-5
O=C(CSC1=NS(=O)(=O)c2cc(F)ccc2N1)NCc1ccccc1	4	-0.2	-1	-4	-1	-8	-8	2.3	-7	7
(more compounds)
SMILES	GC-A act	proKLK7 act	ASAP1 GAP inh	ARFGAP1 inhibitor	DDE Tn6 FP inh	HGIII-sPLA2 inh	ADAM10 inh	GAA850 FXN act	NPR2 activator	rCAG RNA binder
Cc1ccc2nc(SCC(=O)N(CC(C)C)c3c(N)n(CC(C)C)c(=O)[nH]c3=O)[nH]c2c1	-4	-0.7	3	-4	13	-6	-7	-1.2	-5	-10
Cc1cccc(C(=O)NCCCN(C)CCCNC(=O)c2cccc(C)c2)c1	-3	0.1	4	-12	5	-9	-2	-0.9	7	-6
Cc1ccc(NC(=O)[C@@H](C)NC(=O)[C@@H]2Cc3ccccc3CN2)cc1	5	0.6	12	-11	7	3	-4	2.4	3	-2
COc1ccc(-c2[nH]ncc2CN(CC2CCC(=O)N2)C(C)C)cc1F (stereo not given)	0	0.0	-2	2	-1	-2	-10	-0.4	-1	-7
COc1ccc(NC(=S)NCCN2CCOCC2)cc1	5	-0.6	4	13	-10	8	-6	0.0	3	1
CCSc1nc(C)c(C(C)=O)cc1C#N	-2	1.0	6	-5	4	2	8	3.4	3	1
COc1ccccc1CCN1CCCC(CN(C)Cc2ccc(OCCO)cc2)C1 (stereo not given)	1	-0.2	-8	-4	1	-6	-4	0.2	0	-8
COC(=O)c1ccc(NC(=O)c2ccc(NC(=O)C3CCCO3)cc2)cc1 (stereo not given)	2	-0.3	4	0	-6	-1	5	-1.0	-6	-2
NCCCC[C@H]1CNC(=S)N1CC1(c2ccccc2)CC1	6	1.1	4	-4	-5	5	-3	-2.2	-5	4
